CD40 NFkB inh: inhibitors of CD40-induced NF-kB signaling, primary screen, BL2 cells, luciferase reporter, single point | CD40L-induced, 4 h | inhibition, % at 10 µM | hit rate 0.94% among 83,000 | AID 1053188, 2014;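 active means mean inhibition of at least 50% with a set share of replicates also reaching that level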;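 further: 0% = neutral control wells and 100% = IKK inhibitor VII at 50 µM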
* = called active by the depositor; [ ] = dose if it differs, or a comment. Only part of the results is shown; rates above refer to the full screens.

CD40 NFkB inh | Compound
4.9[25 µM] | CC(C)NC(=O)N(C)C[C@@H]1Oc2ccc(NC(=O)Cc3ccccc3)cc2CC(=O)N([C@H](C)CO)C[C@@H]1C
29.1[25 µM] | C[C@H](CO)N1C[C@H](C)[C@@H](CN(C)Cc2ccc(Cl)c(Cl)c2)Oc2c(NC(=O)CCCCCC(=O)Nc3ccccc3N)cccc2C1=O
0.1 | COc1ccc(C)cc1NC(=O)C(OC(=O)c1cnccn1)c1ccccc1 (stereo unspecified)
4.2 | CCOc1ccc(CC(C(N)=O)C(N)=O)cc1CN(C)C
6.8 | CN1CCN(c2ccccc2NC(=O)c2ccc(OCc3ccccc3)cc2)CC1
-0.1 | O=C(CN1CCN(c2ccccc2F)CC1)Nc1nnc(C(F)(F)F)s1
17.2[25 µM] | COc1ccc([C@H]2CC=CC[C@H](C)Oc3ccccc3C(=O)N(C)[C@@H](C(C)C)C(=O)N2)c(OC)c1 (mixture of isomers)
15.7 | COc1ccc(S(=O)(=O)NCCSC(C)(C)C)cc1
-4.1 | C[C@@H]1CN([C@H](C)CO)C(=O)CCCn2cc(nn2)CO[C@@H]1CN(C)C(=O)Nc1ccc(C(F)(F)F)cc1
-4.4 | CCn1c(COc2cc(C)ccc2C(C)C)nnc1SCC(=O)Nc1nccs1
14.9 | CN(CC(=O)Nc1ccccc1N1CCCC1)S(=O)(=O)c1ccc(F)cc1
3.1 | OCCN1CCN(CC#CCC(c2ccccc2)c2ccccc2)CC1
0.1 | Cc1c(C(=O)OCC(=O)N2CC(=O)Nc3ccccc32)oc2ccccc12
1.5[25 µM] | O=C([C@@H]1[C@@H](CO)[C@@H]2Cn3c(cccc3=O)[C@@H]2N1Cc1cocn1)N1CCC(Cc2ccccc2)CC1
0.2 | CCCc1cc(NCC2CCCO2)n2c(nc3ccccc32)c1C#N (stereo unspecified)
-38.4 | N#Cc1ccsc1NC(=O)COc1ccc(-c2nnco2)cc1
76.1*[25 µM] | C[C@H](CO)N1C[C@H](C)[C@H](CN(C)CC2CCCCC2)OCCCC[C@H](C)Oc2ccc(NC(=O)Nc3ccc(C(F)(F)F)cc3)cc2C1=O
5.8 | Cc1c(C#N)sc2nc(-c3ccccc3)nc(N3CCCC3)c12
-4.5 | COc1cccc(CNC(=O)c2csc3c2CCCC3)c1
0.4 | CSc1ncccc1C(=O)OCCCC(=O)c1ccc(F)cc1
-5.7 | O=C(OC(C(=O)NC1CCCCC1)c1ccc(C(F)(F)F)cc1)c1ccco1 (stereo unspecified)
2.6 | COc1ccc(C(=O)NCc2ccc(F)cc2)cc1S(=O)(=O)N1CCCC1
5.7 | O=C(O)CNS(=O)(=O)c1cccc2nsnc12
2.1[25 µM] | O=C(C[C@H]1CC[C@H](NC(=O)c2ccc(F)cc2)[C@@H](CO)O1)NCCc1ccccc1
-9.4 | COc1ccc(S(=O)(=O)N(C)C[C@H]2OCCCC[C@H](C)Oc3ccc(NC(=O)Nc4ccc(C(F)(F)F)cc4)cc3C(=O)N([C@H](C)CO)C[C@H]2C)cc1
3.6[25 µM] | CN(C)C(=O)C[C@H]1CC[C@@H]2[C@@H](COc3ccc(NC(=O)C4CCCCC4)cc3C(=O)N2C)O1
-6.7 | Cc1cc(C)c(S(=O)(=O)N2CCN(C(=O)C3CC3)CC2)c(C)c1
2.5 | CCN(CCCNC(=O)C1CCN(S(=O)(=O)c2cnc[nH]2)CC1)c1ccccc1
9.6 | COc1ccc(C)cc1S(=O)(=O)N(C)CC(=O)N1CCCC1
20.3 | COc1ccc(CCN(C)S(=O)(=O)c2cn(C)c(=O)n(C)c2=O)cc1OC
14.0 | O=C(C(c1ccccc1)c1ccccc1)N1CC[C@@]2(O)CCCC[C@H]2C1
2.7[25 µM] | C[C@@H]1CCCCO[C@H](CN(C)C(=O)CCCN(C)C)[C@H](C)CN([C@@H](C)CO)C(=O)c2cc(NS(=O)(=O)c3ccc(Cl)cc3)ccc2O1
33.0 | CS(=O)(=O)N1CCc2cc(S(=O)(=O)Nc3ccc4c(c3)OCCO4)ccc21
5.6 | O=C(O)COc1ccc2c(c1)OCCO2
-4.4 | Clc1ccc2nc(C(Cl)(Cl)Cl)[nH]c2c1
7.0 | COc1ccccc1N(C)S(=O)(=O)c1ccc(C(=O)OC(C)C(=O)NCc2ccc3c(c2)OCO3)cc1 (stereo unspecified)
0.7 | COc1ccc(OC)c(NC(=O)[C@@H]2CCCN2C(=O)c2cccs2)c1
4.5[25 µM] | C/C=C/c1ccc([C@H]2[C@H](CO)N3C(=O)CN(S(=O)(=O)c4ccccc4)C[C@@H]23)cc1
8.1 | CC(=O)Nc1ccccc1S(=O)(=O)CC1CC1(Cl)Cl (stereo unspecified)
-44.8 | CCOc1ccc(-c2noc([C@@H]3O[C@H](CO)[C@@H](O)[C@H]3O)n2)cc1
5.5 | COc1cccc(CN(C)CC(=O)Nc2sc3c(c2C#N)CCC3)c1
12.3 | CN(CCc1ccccn1)Cc1ccc(Cl)cc1Cl
2.8 | O=C(CCCc1nc(-c2ccccc2)no1)Nc1cccnc1
6.6[25 µM] | COc1ccccc1CNC(=O)C[C@H]1C[C@@H]2c3cc(NC(=O)c4ccc5c(c4)OCO5)ccc3O[C@@H]2[C@@H](CO)O1
24.0 | Cc1ccc(OCCN2CCN(CC(O)Cn3c4ccccc4c4ccccc43)CC2)cc1 (stereo unspecified)
-5.8 | O=C(Nc1cccc(Cl)c1)N[C@H]1CC[C@H](CCNC(=O)C2CCCC2)O[C@@H]1CO
-1.4 | O=C1CCSc2c1ccc1ccccc21
-1.8 | O=C(NNC(=O)c1sccc1-n1cccc1)Nc1ccccc1
9.6 | CN(CC(=O)Nc1c(Cl)cccc1Cl)C(=O)Cc1ccc2c(c1)CCC2
-12.3 | CO[C@H]1CN(C)C(=O)c2cc(NS(C)(=O)=O)ccc2OC[C@@H](C)N(C(=O)C2CCCC2)C[C@H]1C
5.2 | COc1ccc(CCNC(=O)Nc2ccc3c(c2)c(=O)n(C)n3Cc2ccc(Cl)cc2)cc1OC
10.2[25 µM] | CN1C[C@@H]2[C@H](c3ccccc31)[C@@H](CO)N2C(=O)Nc1cccc(F)c1
-14.7 | COc1ccc(C2C(C(=O)c3ccco3)=C(O)C(=O)N2CC2CCCO2)cc1 (stereo unspecified)
2.1 | CC(=O)Nc1ccc(Oc2cc(C#N)c(C#N)cc2N2CCOCC2)cc1
7.3 | O=C(Nc1c[nH]c(=O)[nH]c1=O)c1ccc([N+](=O)[O-])cc1
13.3 | CCN(C(=O)CSc1nnc2ccccn12)C1CCS(=O)(=O)C1 (stereo unspecified)
-12.7 | Cc1ccc(NC(=O)CSCC(=O)N(C)CC(=O)Nc2cccc3ccccc23)cc1
5.6 | CC(C)OC(=O)N(C)C[C@@H]1OCc2ccccc2-c2c(n(C)c3ccccc23)C(=O)N([C@@H](C)CO)C[C@H]1C
4.1 | O=C(Oc1ccc(/C=N/Nc2nc(N3CCCCC3)nc(N3CCCCC3)n2)cc1)c1ccco1
-10.5 | CCOC(=O)c1cnc2nc(SC)nn2c1N

Compounds from the list above containing fluorine (10):
CD40 NFkB inh | Compound
-0.1 | O=C(CN1CCN(c2ccccc2F)CC1)Nc1nnc(C(F)(F)F)s1
-4.1 | C[C@@H]1CN([C@H](C)CO)C(=O)CCCn2cc(nn2)CO[C@@H]1CN(C)C(=O)Nc1ccc(C(F)(F)F)cc1
14.9 | CN(CC(=O)Nc1ccccc1N1CCCC1)S(=O)(=O)c1ccc(F)cc1
76.1*[25 µM] | C[C@H](CO)N1C[C@H](C)[C@H](CN(C)CC2CCCCC2)OCCCC[C@H](C)Oc2ccc(NC(=O)Nc3ccc(C(F)(F)F)cc3)cc2C1=O
0.4 | CSc1ncccc1C(=O)OCCCC(=O)c1ccc(F)cc1
-5.7 | O=C(OC(C(=O)NC1CCCCC1)c1ccc(C(F)(F)F)cc1)c1ccco1 (stereo unspecified)
2.6 | COc1ccc(C(=O)NCc2ccc(F)cc2)cc1S(=O)(=O)N1CCCC1
2.1[25 µM] | O=C(C[C@H]1CC[C@H](NC(=O)c2ccc(F)cc2)[C@@H](CO)O1)NCCc1ccccc1
-9.4 | COc1ccc(S(=O)(=O)N(C)C[C@H]2OCCCC[C@H](C)Oc3ccc(NC(=O)Nc4ccc(C(F)(F)F)cc4)cc3C(=O)N([C@H](C)CO)C[C@H]2C)cc1
10.2[25 µM] | CN1C[C@@H]2[C@H](c3ccccc31)[C@@H](CO)N2C(=O)Nc1cccc(F)c1

Next part.
CD40 NFkB inh | Compound
-37.0 | Cc1cc(C(=O)CN2C(=O)NC(CC(C)C)C2=O)c(C)n1C1CC1 (stereo unspecified)
-33.1 | Cc1ccc2nc(N(CCN3CCOCC3)C(=O)CCS(=O)(=O)c3ccccc3)sc2c1
-4.2 | Cc1ccc(C)c(NC(=O)COc2coc(CN3CCc4ccccc43)cc2=O)c1
10.0 | CC1CCCC(C)N1CC(O)COCC1COc2ccccc2O1 (stereo unspecified)
3.9 | O=C(NC(=O)c1c(Cl)cccc1Cl)Nc1ccc(Oc2cccnc2)nc1
3.6 | COc1ccc(NS(=O)(=O)c2cccc(-c3nnc4n3CCCCC4)c2)cc1
-2.4 | CCOc1cc(N2CCOCC2)c(OCC)cc1NC(=O)CCC1CCCC1
3.1 | O=C(NC1=NCCS1)c1cccc(S(=O)(=O)N2CCOCC2)c1
-0.1 | C[C@H]1CN([C@@H](C)CO)C(=O)CCCn2cc(nn2)CO[C@H]1CN(C)S(=O)(=O)c1ccccc1
2.4 | OC1(Cc2ccn[nH]2)CCCCC1
1.3[25 µM] | COc1cccc(S(=O)(=O)Nc2ccc3c(c2)C(=O)N(C)[C@H]2CC[C@H](CC(=O)NCC4CCCCC4)O[C@@H]2CO3)c1
-14.1 | O=C(c1cn(-c2ccccc2)nc1-c1cccs1)N1CCN(c2ccccc2)CC1
-9.3[25 µM] | CN1C(=O)c2cc(NC(=O)c3cnccn3)ccc2OC[C@H]2O[C@H](CC(=O)N[C@H]3CCN(Cc4ccccc4)C3)CC[C@@H]21
3.1 | CC(OC(=O)c1ccccc1)C(=O)NCc1ccco1 (stereo unspecified)
-4.3 | Cc1[nH]c2ccc(C(=O)OC(C)C(=O)NCc3ccccc3)cc2c1C (stereo unspecified)
9.7 | Cc1ccc(S(=O)(=O)N2CCOCC2)c(C)c1-n1cnnn1
-9.9 | COc1ccccc1C#Cc1ccc([C@H]2[C@@H](C#N)N(C(=O)C3CC3)[C@H]2CO)cc1
7.3[25 µM] | CO[C@H](CN(C)S(=O)(=O)c1ccc(C)cc1)[C@H](C)CN([C@H](C)CO)S(=O)(=O)c1cccc(Cl)c1
3.4 | CCCCNC(=O)CSc1nc2n[nH]c(C)c2c(=N)n1-c1cccc(Cl)c1C
4.3 | Cc1ccc(S(=O)(=O)N2CCN(S(C)(=O)=O)C2C)cc1 (stereo unspecified)
6.7 | COc1ccccc1NC(=O)N1c2ccccc2NC(=O)CC1C (stereo unspecified)
-4.0 | Cn1nc(C(=O)OCC(=O)Nc2ccccc2[N+](=O)[O-])c2ccccc2c1=O
16.4 | Cc1ccc(S(=O)(=O)N(C)Cc2nc(-c3ccncc3)no2)cc1
-0.8 | CN(C)C(=O)CN1C(=O)NC(c2ccccc2)(c2ccccc2)C1=O
23.9 | CSC1=NCCN1C(=O)C12CC3CC(CC(C3)C1)C2
6.0 | O=C(COC(=O)CNS(=O)(=O)c1ccc(F)c(F)c1F)NC1CC1
7.5 | COc1ccc(-c2csc3ncnc(N4CCN(S(=O)(=O)c5cccc(F)c5)CC4)c23)cc1
13.7 | CCC1(c2ccccc2)C(=O)NCNC1=O
7.8 | O=C(CNS(=O)(=O)c1ccc(C(=O)N2CCOCC2)cc1)N1CCOCC1
-1.4 | CN1CCN(C(=O)C[C@@H]2CC[C@H]3[C@@H](COC[C@H](O)CN3CC3CCCC3)O2)CC1
2.3[25 µM] | CO[C@H]1CN(C)C(=O)c2ccc(NS(=O)(=O)CC(F)(F)F)cc2OC[C@H](C)N(Cc2nccs2)C[C@H]1C
2.8 | CC(C)(C)NC(=O)NC(=O)COC(=O)c1ccc(OC(F)F)cc1
9.2 | CS(=O)(=O)c1ccccc1C(=O)Nc1ccc2sccc2c1
12.4 | CCCN1C2CCCC1CC(NC(=S)Nc1cccc(C)c1)C2 (stereo unspecified)
5.4 | O=C(CNC(=O)c1ccc(Cl)cc1Cl)OCCCn1c(=O)[nH]c2ccccc21
14.1 | O=C(CCc1nc(-c2ccccc2)c(-c2ccccc2)o1)OCc1ccc(Cl)cc1
8.3 | CN1c2ccc(-c3ccccc3F)cc2[C@@H]2[C@@H](CCN2C(=O)NC2CCCCC2)[C@@H]1CO
1.7 | C/C=C/c1ccc([C@H]2[C@@H](C#N)N(C(=O)NC3CCCC3)[C@@H]2CO)cc1
12.0[25 µM] | COC(=O)C[C@H]1C[C@H]2c3cc(NS(C)(=O)=O)ccc3O[C@H]2[C@@H](CO)O1
5.4[25 µM] | CCS(=O)(=O)Nc1ccc2c(c1)C(=O)N(C)[C@@H]1CC[C@H](CC(=O)N[C@@H]3CCN(Cc4ccccc4)C3)O[C@@H]1CO2
12.1 | O=C(COc1ccccc1[N+](=O)[O-])OCC(=O)c1ccc(Br)s1
6.2 | CCOC(=O)c1c(C)c(C(=O)NCCCOC(C)C)c(C)n1C
2.3 | O=C(CCC1CCCN(C(=O)c2cccs2)C1)N1CCN(c2ccccn2)CC1 (stereo unspecified)
3.3 | COC(=O)CCN(C(=O)C12CC3CC(CC(C3)C1)C2)c1ccccn1
-3.8[25 µM] | CN(C)CC(=O)N1[C@@H]2c3ccc(-c4ccncc4)c(=O)n3C[C@H]1[C@H](CO)[C@H]2C(=O)NC1CCC1
6.4 | CCOC(=O)C1CCCN(C(=O)c2ccc3c(c2)OCCO3)C1 (stereo unspecified)
-6.3 | COCc1cn(CC[C@H]2CC[C@H](NC(=O)Nc3ccc4c(c3)OCO4)[C@@H](CO)O2)nn1
-6.1[25 µM] | CN1C(=O)c2cc(NC(=O)c3ccccc3Cl)ccc2OC[C@H]2O[C@@H](CC(=O)Nc3ccc4c(c3)CCC4)CC[C@@H]21
1.2 | COc1ccc2c3c(n(C)c2c1)[C@H](CO)N(C(=O)C1CCOCC1)CC31CCN(C(=O)C2CCOCC2)CC1
-2.6 | Cc1cc([N+](=O)[O-])ccc1N
-1.8 | O=C(Nc1ccnn1C1CCN(Cc2ccn[nH]2)CC1)c1ccccc1
1.7 | Cc1cc(C)c2cc(C(=O)N3CCC(N4CCCCC4)CC3)[nH]c2c1

Assay outcomes: PubChem, Broad Institute
